GALR2 blocker: GALR2 (human) receptor antagonism; O43603; GALR2-expressing cells, antagonist mode; inhibition, % at 4 µM; hit rate 0.39% among 140,000; AID 828; in the data active = inhibition above about 27%;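 note: cells stimulated with galanin 1-16 at roughly its EC80; 0% = agonist challenge control and 100% = basal control without agonist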
Target sequence (O43603 whole entry, looked up): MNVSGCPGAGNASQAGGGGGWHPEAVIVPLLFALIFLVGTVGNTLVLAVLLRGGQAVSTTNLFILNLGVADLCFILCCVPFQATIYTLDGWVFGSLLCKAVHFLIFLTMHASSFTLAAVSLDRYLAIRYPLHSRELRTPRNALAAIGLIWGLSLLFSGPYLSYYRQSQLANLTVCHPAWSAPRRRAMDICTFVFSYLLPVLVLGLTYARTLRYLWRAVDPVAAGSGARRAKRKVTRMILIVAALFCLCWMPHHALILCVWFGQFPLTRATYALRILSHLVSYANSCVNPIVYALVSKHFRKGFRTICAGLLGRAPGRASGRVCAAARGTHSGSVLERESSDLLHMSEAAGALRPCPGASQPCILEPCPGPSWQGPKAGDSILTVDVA
Phagocyt inh: blocks phagocytosis by macrophages; hit rate 0.07% among 110,000; J774A.1 macrophage IgG-bead phagocytosis, imaging; inhibition, % at 5 µM;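 active = inhibition above the mean of the plate negative controls plus 5 SD, cut at about 13% in these data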;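 note: phagocytic index as fraction of beads internalized from green versus red external bead signal; plate controls were DMSO negative control for no effect and cytochalasin-D positive control for full effect; some results beyond the cut were filed as inactive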
Measles CPE: protection of cells from measles virus; Measles virus-infected cells, CPE protection, absorbance; protection (pct of control), % at 4 µM; hit rate 1.5% among 140,000; AID 841; in the data active = protection mostly above about 24%, no sharp cut-off; inactive = mostly below about 26%; note: some compounds called inactive have numbers as strong as hits
Yeast life ext: extends the lifespan of yeast. S. cerevisiae growth with nicotinamide, OD615; deaD strain in restrictive glucose medium. inhibition of the nicotinamide effect, % at 10 µM. hit rate 0.68% among 130,000. AID 775;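 active = inhibition above a set limit, placed 3 SD over the median of all compounds, cut at about 26% in these data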;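 note: 0% = nicotinamide-treated wells and 100% = cells grown without nicotinamide; some compounds called inactive have numbers as strong as hits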
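assay system = DeaD-strain S. cerevisiae | buffer or medium = restrictive glucose medium | reagent = 1.5 mM nicotinamide | compound = 10 µM single point, 0.25% DMSO | incubation = 48 h compound exposure at 30 °C, humidified | signal = OD615 measurement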
E-sel TNF inh: TNF alpha driven E-selectin expression inhibition; hit rate 0.71% among 120,000; AID 1246; inhibition, % at 2 µM; HUVEC TNFa-induced E-selectin immunofluorescence, high content;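 active = inhibition above the batch mean plus 3 SD, and confirmed as a hit on visual image review, cut at about 43% in these data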;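 note: 0% = TNF-stimulated DMSO wells and 100% = unstimulated control wells; not every result past the cut was called active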
MRP1 act: activates MRP-1. H69AR cells + doxorubicin, viability rescue, CellTiter-Glo. viability increase, % at 10 µM. hit rate 0.61% among 140,000. AID 799;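 active = viability gain under doxorubicin at or above a set limit, the compound median plus 3 SD, cut at about 4.7% in these data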;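 note: MRP-1 overexpressing cells given doxorubicin 25 µM after compound pretreatment; 18-22 h compound pretreatment then 72 h with doxorubicin before readout; 0% = doxorubicin-only wells and 100% = vehicle-treated cells without doxorubicin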
bCat KO growth: beta-catenin-lacking colon tumor cell growth suppression | HCT116 beta-catenin knockout viability, CellTiter-Glo, 60 h; active compounds read low | hit rate 1.5% among 140,000 | viability, % at 10 µM;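 active = viability at or under a set limit, the compound median less 4 SD, cut at about 6% in these data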;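 note: 0% = Hyamine 1622 control at 20 µM and 100% = untreated cell control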
NPY Y2 blocker: blocks the human neuropeptide Y Y2 receptor | hit rate 0.99% among 140,000 | AID 793 | NPY-Y2 expressing cells, antagonist mode | P49146 | inhibition, % at 2.7 µM; in the data active = inhibition above about 17%;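 note: 0% = vehicle with agonist challenge and 100% = reference antagonist with challenge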
Target sequence (P49146 whole entry, looked up): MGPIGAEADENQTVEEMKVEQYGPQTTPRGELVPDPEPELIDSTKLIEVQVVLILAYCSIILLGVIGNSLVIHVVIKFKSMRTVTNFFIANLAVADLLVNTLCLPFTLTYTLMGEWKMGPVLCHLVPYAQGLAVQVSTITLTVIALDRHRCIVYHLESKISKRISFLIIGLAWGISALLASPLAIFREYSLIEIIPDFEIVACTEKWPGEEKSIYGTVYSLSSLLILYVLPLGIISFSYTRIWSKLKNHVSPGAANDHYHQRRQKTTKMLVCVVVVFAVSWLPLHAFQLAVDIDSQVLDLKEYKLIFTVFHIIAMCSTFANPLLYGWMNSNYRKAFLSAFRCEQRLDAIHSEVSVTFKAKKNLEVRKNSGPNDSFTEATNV
HCT116 PTEN-null: suppresses growth of cells with PTEN deletion. viability, % at 10 µM. HCT116 PTEN-null viability, CellTiter-Glo, 60 h; active compounds read low. hit rate 1.2% among 140,000. AID 827;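 active = viability at or below a set limit, 4 SD under the median of all tested compounds, cut at about 3.7% in these data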;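 note: PTEN knockout HCT116 line with beta catenin targeted HCT116 as companion control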
BB579 growth dn: chemicals that inhibit yeast BB579 growth in restrictive medium (lifespan-shortening candidates) | hit rate 0.51% among 140,000 | inhibition, % at 10 µM | S. cerevisiae BB579 growth, OD615, 48 h;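 active = inhibition above a set limit, 3 SD over the mean compound inhibition, cut at about 44% in these data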; note: inactives centre near -24
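Test system: DeaD yeast strain BB579 / Buffer or medium: restrictive glucose-based CSMM-D medium / Doses: single 10 µM dose / Schedule: 4 h cell preincubation, 48 h compound exposure, 30 °C humidified / Technique: culture absorbance at 615 nm / Controls: amphotericin B positive control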
An asterisk follows results filed as active; & = joins results of further samples.

Screening O=C(N/N=C/c1cccnc1)c1ccc([N+](=O)[O-])cc1Cl returned GALR2 blocker 4, Phagocyt inh -6, Measles CPE 9, Yeast life ext -6, E-sel TNF inh -15, MRP1 act -2.8, bCat KO growth 89, NPY Y2 blocker 1, HCT116 PTEN-null 88 and BB579 growth dn 5.
Screening O=C(NCCc1ccccn1)c1cc(-c2ccc(Cl)cc2)nc2ccccc12 returned GALR2 blocker -2, Phagocyt inh -5, Measles CPE 2, Yeast life ext -5, E-sel TNF inh -8, MRP1 act 1.0, bCat KO growth 102, NPY Y2 blocker 3, HCT116 PTEN-null 98 and BB579 growth dn -16.
`COc1ccc(C2CC(=O)C3=C(C2)Nc2ccccc2NC3c2coc3ccccc3c2=O)cc1OC` (stereo not given) gave GALR2 blocker -9, Phagocyt inh -9, Measles CPE 27, Yeast life ext -2, E-sel TNF inh 8, MRP1 act -3.8, bCat KO growth 74, NPY Y2 blocker -3, HCT116 PTEN-null 80 and BB579 growth dn 20.
CCNC(=O)NC(=O)C(C)OC(=O)c1oc2ccccc2c1CSC1CCCCC1 (stereo not given) was read as GALR2 blocker 5, Phagocyt inh -5, Measles CPE 10, Yeast life ext 2, E-sel TNF inh -25, MRP1 act -2.8, bCat KO growth 60, NPY Y2 blocker 4, HCT116 PTEN-null 61 and BB579 growth dn -28.
`COc1cc(OC)c(NC(=O)CS(=O)(=O)Cc2nc(-c3ccc(C)cc3)oc2C)cc1Cl` gave GALR2 blocker -3, Phagocyt inh 0, Measles CPE 21, Yeast life ext -2, E-sel TNF inh -4, MRP1 act -1.1, bCat KO growth 88, NPY Y2 blocker 9, HCT116 PTEN-null 94 and BB579 growth dn -30.
`O=C1N=c2ccccc2=C1c1sc(=S)n(CC2CCCO2)c1O` (stereo not given) gave GALR2 blocker 0, Phagocyt inh 0, Measles CPE 1, Yeast life ext -10, MRP1 act -1.9, bCat KO growth 61, NPY Y2 blocker 6, HCT116 PTEN-null 50 and BB579 growth dn 4.
For COC(=O)c1ccccc1NC(=O)c1c(Br)cnn1C the results were GALR2 blocker 21, Phagocyt inh -5, Measles CPE 1, Yeast life ext -20, E-sel TNF inh -7, MRP1 act -3.1, bCat KO growth 95, NPY Y2 blocker 1, HCT116 PTEN-null 87 and BB579 growth dn -6.
Screening CCCOc1cc(C)c(S(=O)(=O)N2CCOCC2)cc1C returned GALR2 blocker 2, Phagocyt inh 2, Measles CPE 7, Yeast life ext 10, E-sel TNF inh -10, MRP1 act -2.3, bCat KO growth 88, NPY Y2 blocker 4, HCT116 PTEN-null 90 and BB579 growth dn -14.
Screening CC(O)CNc1nc2c(c(=O)n(C)c(=O)n2C)n1C/C=C/c1ccccc1 (stereo not given) returned GALR2 blocker 0, Phagocyt inh -3, Measles CPE 9, Yeast life ext -2, E-sel TNF inh 4, MRP1 act 0.3, bCat KO growth 72, NPY Y2 blocker 2, HCT116 PTEN-null 72 and BB579 growth dn -43.
Screening Cc1cccc(NC(=O)CSc2nc(N)c(NC(=O)c3cccs3)c(=O)[nH]2)c1 returned GALR2 blocker 12, Measles CPE 6, Yeast life ext 0, E-sel TNF inh -19, MRP1 act -0.8, bCat KO growth 100, NPY Y2 blocker 4, HCT116 PTEN-null 104 and BB579 growth dn -26.
Screening O=C(O)c1cc2c(o1)CCC/C2=N\O returned GALR2 blocker 0, Measles CPE 11, Yeast life ext -4, E-sel TNF inh 11, MRP1 act -2.1, bCat KO growth 102, NPY Y2 blocker 3, HCT116 PTEN-null 101 and BB579 growth dn -15.
For CCOC(=O)NCc1ccc(S(=O)(=O)Nc2ccccc2C)cc1 the results were GALR2 blocker 0, Phagocyt inh 0, Measles CPE 1, Yeast life ext -12, MRP1 act -1.1, bCat KO growth 78, NPY Y2 blocker 1, HCT116 PTEN-null 81 and BB579 growth dn -28.
`Cc1cc(C(=O)OCC(=O)NC2CCS(=O)(=O)C2)c(C)n1-c1ccccc1` (stereo not given) gave GALR2 blocker -6, Phagocyt inh 0, Measles CPE 2, Yeast life ext -14, E-sel TNF inh -27, MRP1 act -0.7, bCat KO growth 81, NPY Y2 blocker 3, HCT116 PTEN-null 84 and BB579 growth dn -22.
For CC1CCc2nc(NC(=O)C3COc4ccccc4O3)sc2C1 (stereo not given) the results were GALR2 blocker -5, Phagocyt inh 0, Measles CPE 1, Yeast life ext -10, MRP1 act -0.4, bCat KO growth 90, NPY Y2 blocker 2, HCT116 PTEN-null 84 and BB579 growth dn -45.
COc1ccc(C(=O)Nc2ccc(SC(F)F)cc2)cc1 was read as GALR2 blocker 2, Measles CPE 6, Yeast life ext 4, E-sel TNF inh -26, MRP1 act -0.3, bCat KO growth 90, NPY Y2 blocker 4, HCT116 PTEN-null 90 and BB579 growth dn -31.
`CCC(C)OC(=O)c1[nH]c2c(c1C)C(=O)CC(c1ccc(N(C)C)cc1)C2` (stereo not given) gave GALR2 blocker -2, Phagocyt inh 2, Measles CPE 17, Yeast life ext -1, E-sel TNF inh -9, MRP1 act -5.0, bCat KO growth 42, NPY Y2 blocker 2, HCT116 PTEN-null 40 and BB579 growth dn -44.
`COC(=O)C1=C(CSc2nncn2C)NC(=O)NC1c1cc(C)ccc1C` (stereo not given) gave GALR2 blocker -7, Phagocyt inh -1, Measles CPE 23, Yeast life ext -23, E-sel TNF inh -17, MRP1 act -1.5, bCat KO growth 111, NPY Y2 blocker 1, HCT116 PTEN-null 105 and BB579 growth dn -17.
For NC(=O)c1ccc(-n2nnnc2SCc2ccccc2)cc1 the results were GALR2 blocker 10, Phagocyt inh 4, Measles CPE 5, Yeast life ext -12, MRP1 act 0.0, bCat KO growth 107, NPY Y2 blocker 3, HCT116 PTEN-null 91 and BB579 growth dn -20.
COc1cccc(N2CCN(C(=O)c3ccc(N4C(=O)NC5CC4(C)Oc4ccccc45)cc3)CC2)c1 (stereo not given) was read as GALR2 blocker -12, Phagocyt inh -1, Measles CPE 4, Yeast life ext -16, MRP1 act -2.2, bCat KO growth 92, NPY Y2 blocker 1, HCT116 PTEN-null 82 and BB579 growth dn -21.
Cc1cc2oc(C(=O)N(Cc3ccco3)C3CCS(=O)(=O)C3)cc(=O)c2cc1Cl (stereo not given) was read as GALR2 blocker -3, Phagocyt inh 0, Measles CPE 12, Yeast life ext -13, MRP1 act -1.3, bCat KO growth 81, NPY Y2 blocker 1, HCT116 PTEN-null 88 and BB579 growth dn -80.
COc1ccc(-c2cc(C(F)(F)F)c(C#N)c(SCC(=O)Nc3ccc(C)cc3)n2)cc1 was read as GALR2 blocker 7, Measles CPE 4, Yeast life ext 5, E-sel TNF inh -3, MRP1 act -2.3, bCat KO growth 95, NPY Y2 blocker -1, HCT116 PTEN-null 93 and BB579 growth dn -16.
For Cc1ccc(CNC(=O)CSc2c3c(nc4ccc(Cl)cc24)CCCC3)o1 the results were GALR2 blocker 17, Phagocyt inh 1, Measles CPE 15, Yeast life ext -2, MRP1 act -4.9, bCat KO growth 87, NPY Y2 blocker 6, HCT116 PTEN-null 86 and BB579 growth dn -32.
Screening O=C(CSc1nnnn1-c1ccc(Cl)cc1)Nc1cccnc1Cl returned GALR2 blocker 8, Phagocyt inh 0, Measles CPE 36, Yeast life ext -3, MRP1 act 1.3, bCat KO growth 91, NPY Y2 blocker 4, HCT116 PTEN-null 103 and BB579 growth dn -26.
Screening O=S(=O)(NCCc1cn2ccccc2n1)c1cccs1 returned GALR2 blocker 8, Phagocyt inh -2, Measles CPE 9, Yeast life ext -4, MRP1 act -1.0, bCat KO growth 97, NPY Y2 blocker 3, HCT116 PTEN-null 112 and BB579 growth dn -68.
For Cc1ccc(NC(=S)NCCc2ccccc2)c(C)c1 the results were GALR2 blocker 4, Phagocyt inh 4, Measles CPE 17, Yeast life ext 0, E-sel TNF inh 5, MRP1 act -4.5, bCat KO growth 71, NPY Y2 blocker 4, HCT116 PTEN-null 72 and BB579 growth dn 12.
CN(C)C=Nc1nonc1-c1ncn[nH]1 was read as GALR2 blocker -4, Phagocyt inh 0, Measles CPE 7, Yeast life ext -9, MRP1 act 0.3, bCat KO growth 91, NPY Y2 blocker -1, HCT116 PTEN-null 87 and BB579 growth dn -39.
Screening Clc1ccc(-c2nnc(-c3ccccc3Cl)o2)cc1 returned GALR2 blocker 7, Phagocyt inh -1, Measles CPE 10, Yeast life ext -7, E-sel TNF inh 4, MRP1 act -3.5, bCat KO growth 80, NPY Y2 blocker 7, HCT116 PTEN-null 78 and BB579 growth dn 0.
For CN1CCN(C(=O)c2cnn3c(C(F)(F)F)cc(-c4cccs4)nc23)CC1 the results were GALR2 blocker 2, Phagocyt inh -3, Measles CPE 2, Yeast life ext 1, E-sel TNF inh -24, MRP1 act -1.8, bCat KO growth 96, NPY Y2 blocker 2, HCT116 PTEN-null 98 and BB579 growth dn -41.
For CC1Cc2ccccc2N1C(=O)c1cc2sccc2n1Cc1ccccc1 (stereo not given) the results were GALR2 blocker -1, Phagocyt inh 2, Measles CPE 5, Yeast life ext -6, E-sel TNF inh 19, MRP1 act -1.8, bCat KO growth 76, NPY Y2 blocker 12, HCT116 PTEN-null 71&79 and BB579 growth dn -43.
CCOCCCNC(=O)C(c1ccc(C)cc1)N(Cc1ccc2c(c1)OCO2)C(=O)CNC(C)=O (stereo not given) was read as GALR2 blocker 0, Measles CPE 6, Yeast life ext -5, E-sel TNF inh -11, MRP1 act -2.8, bCat KO growth 101, NPY Y2 blocker 4, HCT116 PTEN-null 100 and BB579 growth dn -43.
Cc1cccc(C(=O)Nc2ncc(CN3CCOCC3)s2)c1 was read as GALR2 blocker -4, Phagocyt inh 10, Measles CPE 10, Yeast life ext -5, E-sel TNF inh 1, MRP1 act -1.8, bCat KO growth 93, NPY Y2 blocker 1, HCT116 PTEN-null 91 and BB579 growth dn -17.
For COc1ccc(S(=O)(=O)N2CCCCCC2)cc1N(C)S(=O)(=O)c1ccc(C)cc1 the results were GALR2 blocker -1, Phagocyt inh -8, Measles CPE 14, Yeast life ext -2, E-sel TNF inh -2, MRP1 act -2.0, bCat KO growth 67, NPY Y2 blocker 5, HCT116 PTEN-null 69 and BB579 growth dn -13.
COc1ccc(C(=O)COc2ccc(NC(C)=O)cc2)cc1 was read as GALR2 blocker 4, Phagocyt inh -2, Measles CPE 6, Yeast life ext -35, E-sel TNF inh 6, MRP1 act -2.7, bCat KO growth 85, NPY Y2 blocker 1, HCT116 PTEN-null 88 and BB579 growth dn -42.

Pulled one by one from above, 2 records:
Cc1cccc(C(=O)Nc2ncc(CN3CCOCC3)s2)c1 was read as GALR2 blocker -4, Phagocyt inh 10, Measles CPE 10, Yeast life ext -5, E-sel TNF inh 1, MRP1 act -1.8, bCat KO growth 93, NPY Y2 blocker 1, HCT116 PTEN-null 91 and BB579 growth dn -17.
Screening O=C(CSc1nnnn1-c1ccc(Cl)cc1)Nc1cccnc1Cl returned GALR2 blocker 8, Phagocyt inh 0, Measles CPE 36, Yeast life ext -3, MRP1 act 1.3, bCat KO growth 91, NPY Y2 blocker 4, HCT116 PTEN-null 103 and BB579 growth dn -26.

Screens from PubChem BioAssay.
